Screening results deposited in PubChem BioAssay by The Scripps Research Institute Molecular Screening Center.
OX1R antag-1 = antagonists of human orexin 1 receptor; CHO/OX1R cells, Fluo-8 calcium fluorescence, orexin A; inhibition, % at 5 µM; 0.43% of 330,000 active; AID 434989;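 active = inhibition above its plate's threshold, mean inhibition of all tested compounds on the plate plus 3 SD, cut at about 37% in these data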;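 also: 0% = orexin A challenge wells and 100% = SB-334867-A antagonist wells; not every result past the cut was called active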
Target sequence (O43613 whole entry, looked up): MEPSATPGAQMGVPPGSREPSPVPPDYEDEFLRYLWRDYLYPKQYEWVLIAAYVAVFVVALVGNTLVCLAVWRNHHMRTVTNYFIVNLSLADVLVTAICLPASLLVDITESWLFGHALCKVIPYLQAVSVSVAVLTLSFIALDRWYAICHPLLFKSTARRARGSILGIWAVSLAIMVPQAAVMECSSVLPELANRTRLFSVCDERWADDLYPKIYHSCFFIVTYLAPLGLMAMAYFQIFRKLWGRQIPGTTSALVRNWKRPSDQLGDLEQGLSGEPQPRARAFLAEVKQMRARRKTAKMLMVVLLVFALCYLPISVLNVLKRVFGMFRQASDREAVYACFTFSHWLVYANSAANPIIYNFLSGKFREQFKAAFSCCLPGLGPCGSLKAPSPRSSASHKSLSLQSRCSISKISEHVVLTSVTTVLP
OX1R antag-2 = OX1R (human) antagonism | OX1R-expressing cells, FRET antagonist read-out | AID 485270 | 1.8% of 330,000 active | O43613 | inhibition, % at 6.6 µM; in the data active = inhibition mostly above about 38%, no sharp cut-off; inactive = mostly below about 40%;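 also: 0% = agonist challenge alone and 100% = reference antagonist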
* marks the source's active call; other numbers are inactive results. Rows were taken by chance. Share with any hit: about 2%.

SMILES	OX1R antag-1	OX1R antag-2
Cc1cc(C)c(S(=O)(=O)Nc2ccnc(-c3cccnc3)n2)c(C)c1	-4	24
N=c1c2c(-c3ccccc3)c(-c3ccccc3)n(Cc3ccco3)c2ncn1CCCn1ccnc1	-21	17
CCOC(=O)Cc1cc(=O)n2[nH]c(C(C)(C)C)cc2n1	-1	4
N#CCSc1nc2ccccc2o1	-13	-4
CC1Cc2nc(SCC(=O)NCc3ccco3)n(-c3ccccc3)c(=O)c2S1 (configuration not stated)	-11	4
Cc1cc(/C=N/n2cnnc2)c(C)n1-c1ccc(OCc2ccc(Cl)cc2Cl)cc1	53*	50
O=C(Nc1cccc(C(=O)N2CCN(c3ccccc3)CC2)c1)c1ccco1	-9	20
COc1ccc(NC(=O)CC2C(=O)NCCN2C(=O)c2ccc(N(C)C)cc2)cc1 (configuration not stated)	-15	8
COc1ccccc1C(=O)OC1CCCN(C)C1 (configuration not stated)	-14	14
CCOc1ccccc1NC(=O)c1cc(C(=O)c2cc(OC)ccc2O)coc1=N	-29	10
O=C(Nc1ccc(Nc2ccccc2)cc1)c1c(F)c(F)c(F)c(F)c1F	1	2
CCOc1cc2c(cc1OCC)C(c1ccccc1)N(c1ccc(C(=O)O)cc1)C(=O)C2 (configuration not stated)	-6	7
C/C(=N\NC(=O)CSc1nc(C)[nH]c1[N+](=O)[O-])c1ccc(F)cc1	-17	21
CCN1/C(=C/c2cc[n+](CCCS(=O)(=O)[O-])c3ccccc23)Sc2ccccc21	-8	36
CCOc1cccc(CN2CCCC(N3CCc4cc(OC)c(OC)cc4C3)C2)c1O (configuration not stated)	-30	9
CCOc1cc2sc(N3CCC(C(=O)NCCCN4CCCC4=O)CC3)nc2cc1Br	-16	-1
O=[N+]([O-])c1ccc(/C=N/n2cnc3ccccc32)s1	2	38
O=C(CSc1nc(=O)n2ccccc2n1)Nc1ccc2c(c1)OCO2	-2	8
CSc1ccccc1OCc1cc(C(=O)N(C)Cc2cc(C)[nH]n2)no1	-35	24
COc1ccccc1/C=C/C(=O)NCC(=O)N/N=C/c1ccccc1[N+](=O)[O-]	-17	14
COc1ccc(C(=O)NC2CCCc3c2cnn3-c2cccc(C)c2C)o1 (configuration not stated)	12	68*
CCN(CC)CCCN(C(=O)c1ccccc1F)c1nc(-c2ccc(OC)cc2)cs1	-25	11
CC(/C=C/c1ccccc1)=N/NC(=O)c1cc([N+](=O)[O-])cc([N+](=O)[O-])c1	4	22
O=C(CNC(=O)c1cccs1)OCC(=O)c1ccc2ccccc2c1	-13	8
COc1ccc(NC(=O)Nc2c(C)n(C)n(-c3ccccc3)c2=O)c(OC)c1	3	4
CC(C)[C@H](NC(=O)C1CCN(S(=O)(=O)c2ccc(F)cc2)CC1)C(=O)NCc1ccco1	0	2
O=C(c1cc2ccccc2cc1O)N1CCCC1	-5	7
N#Cc1cnc(SCC(=O)Nc2ccccc2C(F)(F)F)nc1N	8	14
COc1ccccc1OCCOc1ccccc1/C=N/n1cnnc1	-11	14
CCCCCCCCCCCCOC1OC(CO)C(O)C(O)C1NC(C)=O (configuration not stated)	-3	10
COc1cccc(-c2csc(N3CCN(C(=S)Nc4ccccc4)CC3)n2)c1	8	9
CCc1sc(N(C(=O)Cc2ccccc2)c2ccc(F)cc2)nc1-c1ccccc1	-14	-4
Cc1ccc(CNC(=O)COc2ccc3c(c2)CCC3)cc1	-11	12
Cc1ccc(CN2CCSc3ccc(C(=O)NCc4ccco4)cc32)cc1	-25	17
Cc1ccc(NC(=O)C(SCC(=O)O)c2ccccc2)cc1C (configuration not stated)	-19	7
Cc1ncc([N+](=O)[O-])n1CC(=O)NCCc1ccccc1	-81	2
O=C(NCc1cccnc1)c1cccc2c1C(=O)N(C1CCCCC1)C2	-40	40
CC(C)N(C(=O)[C@H]1C[C@H](CC(=O)NCCCN(C)C)C(=O)N2CCc3c([nH]c4cc(-c5ccco5)ccc34)[C@]12C)C(C)C	-20	11
Nc1nc(-c2cccs2)cs1	4	17
CC(=O)c1ccc(N2CCN(S(=O)(=O)c3cc4[nH]c(=O)c(=O)[nH]c4cc3C)CC2)cc1	-8	3

As entered above.
Result for O=C(c1cc2ccccc2cc1O)N1CCCC1 under OX1R antag-1: -5
Result for Cc1ccc(NC(=O)C(SCC(=O)O)c2ccccc2)cc1C (configuration not stated) under OX1R antag-1: -19
Result for COc1ccc(C(=O)NC2CCCc3c2cnn3-c2cccc(C)c2C)o1 (configuration not stated) under OX1R antag-2: 68*

Following part
SMILES	OX1R antag-1	OX1R antag-2
CN(C)S(=O)(=O)c1cccc(NC(=O)COC(=O)CNC(=O)c2ccccc2F)c1	-23	1
Cn1c(CCN2CCCCC2)nc2cc(NC(=O)COc3ccc([N+](=O)[O-])cc3)ccc21	-9	19
Cc1ccc(N2C(SCC(=O)O)=NC(=Nc3cccc(C)c3)C23CCCC3)cc1	-28	13
CC(C)OC(=O)Cn1nnc2c(cnn2-c2ccccc2)c1=O	-32	7
O=C(NCCc1ccccc1)C1CCN(S(=O)(=O)N2CCCC2)CC1	5	15
COc1ccc(-c2oc(=O)c3cc(OC)c(OC)cc3c2/C=C/c2cccc([N+](=O)[O-])c2)cc1	-12	12
COC(=O)C1=C(C)NC(=O)/C1=C\c1cccs1	-16	11
COCCCNC(=S)N1CCN(C)CC1	-9	9
Cc1ccc(NC(=O)CSc2nnc(-c3ccncc3)n2N)cc1C	-13	8
O=C(CN1CCCCCCC1)N/N=C/c1ccccc1F	-6	7
Cc1nn(-c2ccccc2)c(C)c1Cc1ccc(O)cc1	-8	10
O=C(Nc1ccc2c(c1)OCO2)NC1(C(F)(F)F)Oc2ccccc2O1	-23	12
COC(=O)CS(=O)(=O)c1ccc2c(c1)CC(=O)N2	-12	12
COC(=O)c1cc(Cn2nc(C(=O)O)c3ccccc3c2=O)oc1C	7	-8
COc1ccccc1CNC(=O)c1ccc(Br)o1	0	12
CCOC(=O)C1CCN(C(=O)COC(=O)c2cc([N+](=O)[O-])ccc2N2CCOCC2)CC1	-17	25
O=C(NC1CCS(=O)(=O)C1)c1cc(-c2ccccc2)nc2ccccc12 (configuration not stated)	-12	7
CN1CCN(CCCNC(=O)c2cn(C3CCCCC3)c(=O)c3c2c2ccccc2n3C)CC1	-32	25
COc1ccc(N2C(=O)c3ccccc3NC23C(=O)N(C)c2ccccc23)cc1 (configuration not stated)	-4	-2
CCCCN(C(=O)CN1C(=O)C2CCCCC2C1=O)c1c(N)n(CCCC)c(=O)[nH]c1=O (configuration not stated)	4	11
COc1c(O[C@@H]2O[C@H](CO)[C@@H](O)[C@H](O)[C@H]2O)cc2c(c1OC)-c1ccc(SC)c(=O)cc1C(NC(C)=O)CC2 (some centres not stated)	13	24
Cn1nnnc1Sc1ncnc2scc(-c3ccccc3Br)c12	-17	14
CCNC(=S)N(Cc1cccs1)Cc1cc2cc(OCC)ccc2[nH]c1=O	-25	18
O=C1CC(C(=O)Nc2ccccc2)C2(CCCC2)O1 (configuration not stated)	-7	8
COC(=O)c1c(C)[nH]c(C(=O)/C=C/c2ccccc2)c1C	-23	10
O=C(NCc1ccccc1)C1CCN(S(=O)(=O)N2CCCCCC2)CC1	-11	9
COc1ccc(S(=O)(=O)N2CCC(C(N)=O)(N3CCCCC3)CC2)cc1	-16	-3
COc1ccccc1CCC(=O)OCC(=O)Nc1cc(S(=O)(=O)N2CCOCC2)ccc1C	-19	16
Cc1cc(C(=O)COC(=O)CNC(=O)c2ccco2)c(C)n1Cc1ccco1	-1	23
CC(C)(CNC(=O)c1ccc(NS(=O)(=O)c2ccc(Br)cc2)cc1)N1CCOCC1	-13	16
COc1ccc(OC)c(S(=O)(=O)N2CCN(c3ccccn3)CC2)c1	2	13
NC(=O)c1ccc(C(F)(F)F)n(Cc2ccc(F)c(F)c2)c1=O	-20	21
O=C(O)c1ccc2c(c1)C(=O)/C(=C/c1ccccc1)C2=O	2	26
CCn1c(SCC(=O)Nc2ccc(NC(=O)c3ccco3)cc2)nnc1-c1cccs1	-13	15
C=Cc1ccc(N=Cc2c(O)ccc3ccccc23)cc1	-37	4
Cc1c(C(=O)Nc2ccc3c(c2)OCO3)oc2ccccc12	-1	73*
Cc1nn(C)c(C)c1S(=O)(=O)NCCc1ccc(Cl)cc1	-18	5
Cc1ccc(N2C(=O)CC2(C#N)c2ccc(OCc3ccccc3)cc2)cc1 (configuration not stated)	7	19
CCC(C)(C)n1nnnc1CN(Cc1cc2cc(OC)ccc2[nH]c1=O)C1CCCC1	-36	27
COC(=O)C1CN(C(=O)COc2ccccc2C)c2ccccc2O1 (configuration not stated)	-13	6
COc1cc(CNCCO)cc(Cl)c1OCc1ccc(Cl)cc1Cl	24	8
CC(C)(C(=O)O)c1ccc([C@H](O)CCCN2CCC(C(O)(c3ccccc3)c3ccccc3)CC2)cc1	-11	17
Cn1ncc(N=Cc2ccccc2O)c1C(=O)Nc1ccccc1	-4	8
C=CCC1(/C=N/O)CCOC(C)(C)C1 (configuration not stated)	14	17
O=C(Nc1c(-c2ccccc2)nc2ccccn12)c1ccccc1F	-33	-3
Cc1ccc2[nH]cc(C(=O)CN3CCN(c4ccccc4F)CC3)c2c1	-4	8
COCCn1ccc2c(OCC(=O)NCc3ccc(C)cc3)cccc2c1=O	-32	11
CN(CC(=O)Nc1ccccc1Cl)C1CCCCC1	-20	0
CC(C)[C@H](NC(=O)C1CC(=O)N(c2ccc(F)cc2)C1)C(=O)N1CCCCC1 (some centres not stated)	-22	7
COc1ccc(CNc2nc3c(c(=O)n(Cc4ccc(Br)cc4)c(=O)n3C)n2C)cc1	-18	7
Clc1ccc(-c2c[n+](Cc3ccc(Br)cc3)c3n2CCCCC3)cc1	-16	13
Cc1ccc(Cn2c(SCC(=O)NCC3CCCO3)nc3ccsc3c2=O)cc1 (configuration not stated)	-27	21
COc1ccccc1N1CCN(S(=O)(=O)c2ccccc2F)CC1	-10	15
COC(=O)c1cc(CNC(=O)c2ccc(S(=O)(=O)N(C)c3ccccc3)cc2)ccc1OC	-1	12
COc1ccc(C(=O)Nc2nc(C)c(C)s2)cc1OC	-19	21
CCCCOC(=O)Nc1nc2ccccc2s1	-10	10
CCOC(=O)/C(=C\c1ccccc1)C(=O)c1cc(C(C)=O)c(Nc2ccccc2)s1	-34	3
COc1ccccc1-c1noc(CCCC(=O)NC2CCCC2)n1	-5	20
CCC(=O)Nc1cccc(NC(=S)NC(=O)c2cc3ccccc3o2)c1	-28	7
COc1ccccc1N1CCN(CC(=O)NCc2ccc(Cl)cc2)CC1	-15	14

Some of the entries above in a different format:
Cc1ccc(Cn2c(SCC(=O)NCC3CCCO3)nc3ccsc3c2=O)cc1 (configuration not stated)
  OX1R antag-1: -27
  OX1R antag-2: 21

C=CCC1(/C=N/O)CCOC(C)(C)C1 (configuration not stated)
  OX1R antag-1: 14
  OX1R antag-2: 17

Other structures follow.
SMILES	OX1R antag-1	OX1R antag-2
CCOC(=O)c1ccccc1NC(=O)c1ccc(N(C)S(C)(=O)=O)cc1	-7	5
O=[N+]([O-])c1ccc2nc(CCCO)[nH]c2c1	-11	58
CC(=O)c1c(N2CCOCC2)nc2ccc(Br)cc2c1-c1ccccc1	-19	13
COc1ccc(/C=C/c2c(-c3ccc(OC)cc3)oc(=O)c3cc(OC)c(OC)cc23)cc1	-8	6
Cc1ccccc1OCc1n[nH]c(=S)n1-c1cccc(Cl)c1	-21	15
O=C(NCCc1c[nH]c2ccccc12)c1ccc(S(=O)(=O)NCc2ccco2)cc1	11	14
C#CCCC(=O)c1ccccc1/C=[N+](\[O-])c1ccccc1	-19	-3
Cc1ccc(C(=O)NC(=S)NCc2ccccc2)cc1Br	-28	9
O=C(NCCc1cccs1)C1CC(c2cccc([N+](=O)[O-])c2)=NO1 (configuration not stated)	-15	45
C=CCn1c(SCc2ccc([N+](=O)[O-])cc2)nnc1C(C)NC(=O)c1ccccc1 (configuration not stated)	-20	15
O=c1oc2ccc(Cl)cc2nc1/C=C(\O)c1ccco1	-2	8
S=C(NCCCN1CCOCC1)N1CCN(c2ccccc2)CC1	-4	3
c1coc(CN(Cc2cccs2)Cc2nnnn2C2CCCCC2)c1	-40	21
CCc1nnc(NC(=O)CSc2nnc(-c3ccc(S(=O)(=O)N(CC)CC)cc3)n2CC)s1	-13	2
N#CC1=C(N)Oc2cc3ccccc3cc2C1c1cccs1 (configuration not stated)	-15	9
COc1cccc(NC(=O)c2ccc(S(=O)(=O)N3CCCC3)cc2)c1	-8	14
Cc1ccccc1NC(=O)Cn1cnc2c(oc3nc4c(cc32)CCCC4)c1=O	-19	23
Cc1nc(-c2ccccc2)sc1C(=O)CSc1ccc(Br)cc1	-10	17
Cc1ccc(S(=O)(=O)Cc2ccc(C(=O)O)o2)cc1	-11	12
COc1cc(C(=O)NCCN=C2NS(=O)(=O)c3ccccc32)cc(OC)c1OC	-18	23

Structures listed above printed as active in OX1R antag-2.
SMILES	OX1R antag-1	OX1R antag-2
COc1ccc(C(=O)NC2CCCc3c2cnn3-c2cccc(C)c2C)o1 (configuration not stated)	12	68*
Cc1c(C(=O)Nc2ccc3c(c2)OCO3)oc2ccccc12	-1	73*

Continued.
SMILES	OX1R antag-1	OX1R antag-2
CCc1ccc(C(C)NC(=O)/C(C#N)=C\c2cn[nH]c2-c2ccccc2)cc1 (configuration not stated)	-19	19
C=CCOc1ccc(C=Nc2ccc(Cl)cc2)c(O)c1	10	2
NS(=O)(=O)c1ccc(CCNC(=O)C2CCN(C(=O)Nc3ccccc3)CC2)cc1	-17	3
COc1ccccc1NC(=S)N/N=C/c1ccc(O)cc1	-9	7
Cc1[nH]n(-c2ccc([N+](=O)[O-])cc2)c(=O)c1C=NCCN1CCN(C(=O)c2cccc(F)c2)CC1	-13	20
O=C(CNC(=O)c1ccco1)OCC(=O)c1ccccc1	-2	2

An excerpt from above in order of formula weight, ascending.
SMILES	OX1R antag-1	OX1R antag-2
COc1ccccc1NC(=S)N/N=C/c1ccc(O)cc1	-9	7
NS(=O)(=O)c1ccc(CCNC(=O)C2CCN(C(=O)Nc3ccccc3)CC2)cc1	-17	3
Cc1[nH]n(-c2ccc([N+](=O)[O-])cc2)c(=O)c1C=NCCN1CCN(C(=O)c2cccc(F)c2)CC1	-13	20
